PREPL inh: inhibitors of human prolyl oligopeptidase-like enzyme PREPL. hit rate 0.68% among 320,000. recombinant PREPL, fluorescence polarization activity-based probe. inhibition, % at 5.96 µM; in the data active = inhibition above about 43%;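 also: 0% = enzyme with DMSO and 100% = wells lacking enzyme; many of its hits are not listed in these tables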
PP5 primary: inhibitors of human protein phosphatase 5 (PP5); P53041; purified PP5c, OMFP substrate fluorescence; inhibition, % at 6.7 µM; hit rate 0.18% among 320,000;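 active = inhibition above the campaign's mean inhibition across all tested compounds plus 3 SD, cut at about 9.5% in these data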;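 also: 0% = DMSO only and 100% = 100 µM cantharidin control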
Target sequence (P53041 whole entry, looked up): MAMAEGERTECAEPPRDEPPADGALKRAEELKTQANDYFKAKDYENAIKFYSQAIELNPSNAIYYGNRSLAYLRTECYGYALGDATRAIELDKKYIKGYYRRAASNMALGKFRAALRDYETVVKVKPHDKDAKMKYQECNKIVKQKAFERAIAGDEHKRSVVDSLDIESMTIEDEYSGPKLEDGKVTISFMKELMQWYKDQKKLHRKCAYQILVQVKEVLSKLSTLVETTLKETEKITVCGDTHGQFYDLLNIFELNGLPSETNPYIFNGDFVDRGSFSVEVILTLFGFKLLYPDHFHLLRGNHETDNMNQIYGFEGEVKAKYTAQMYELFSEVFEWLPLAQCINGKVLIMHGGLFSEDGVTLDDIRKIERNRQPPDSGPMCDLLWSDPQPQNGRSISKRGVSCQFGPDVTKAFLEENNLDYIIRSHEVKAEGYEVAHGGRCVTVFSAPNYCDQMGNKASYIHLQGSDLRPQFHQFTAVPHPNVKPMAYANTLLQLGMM
PP1 inh: blocks human PP1-alpha phosphatase, a PP5 counter-screen. P62136. purified PP1alpha, OMFP fluorescence. inhibition, % at 6.7 µM. hit rate 0.9% among 320,000. AID 2235;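 active = inhibition above the mean inhibition of all tested compounds plus 3 SD, computed separately for each screening campaign, cut at about 15% in these data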
Target sequence (P62136 whole entry, looked up): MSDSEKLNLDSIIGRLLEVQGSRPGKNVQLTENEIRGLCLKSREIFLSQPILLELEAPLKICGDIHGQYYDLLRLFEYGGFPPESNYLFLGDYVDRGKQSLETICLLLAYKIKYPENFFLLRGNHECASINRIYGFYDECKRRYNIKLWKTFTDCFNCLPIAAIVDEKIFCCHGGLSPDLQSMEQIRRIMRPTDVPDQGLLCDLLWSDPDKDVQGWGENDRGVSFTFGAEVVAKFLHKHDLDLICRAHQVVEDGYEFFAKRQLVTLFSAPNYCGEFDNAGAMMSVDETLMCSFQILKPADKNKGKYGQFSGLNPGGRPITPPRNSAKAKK
CTSL1 counter: counter-screen for PFM18AAP inhibitors: inhibitors of F. hepatica cathepsin L1. AID 1906. hit rate 0.49% among 300,000. recombinant F. hepatica cathepsin L1, Z-Leu-Arg-MCA fluorescence. inhibition, % at 5.96 µM;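 active = inhibition above the mean of all tested compounds plus 3 SD, set per screening campaign, cut at about 17% in these data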;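 also: 0% = plate median of test compound wells and 100% = 1 µM Z-Phe-Ala-diazomethylketone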
HCV core dimer: HCV core protein dimerization inhibition; TR-FRET GST/Flag-core106 dimerization, 1536-well; hit rate 0.33% among 300,000; inhibition, % at 5 µM;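 active = inhibition above the mean of all tested compounds plus 3 SD, set per screening campaign, cut at about 45% in these data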
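test system = GST/Flag-tagged HCV core106 proteins | probe or stimulus = Eu donor and XL665 acceptor anti-tag antibodies | times = compound-protein-antibody incubation 4 h at 22.5 °C | signal = TR-FRET, excitation 340 nm, emission 617 and 671 nm | measure = percent inhibition of core106 dimerization signal | controls = wells lacking GST-core106 and wells with excess unlabelled core106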
GASC-1 inh: inhibitors of human GASC-1 (JMJD2C) demethylase; Q9H3R0; hit rate 0.069% among 330,000; GST-JMJD2C(1-420) H3K9me3 demethylation, DELFIA europium; inhibition, % at 2.35 µM; AID 2099;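 active = more than half of a compound's replicate wells show inhibition beyond 50%, single wells judged on their own value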;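 also: signal counts dimethyl H3K9 product captured on neutravidin plate; 0% = median of DMSO wells and 100% = 0.3 times that DMSO median; strong numbers were not always called active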
LYPLA2 inh: blocks human lysophospholipase 2, a PME1 counter-screen; O95372; recombinant LYPLA2, FP-Rh probe fluorescence polarization; inhibition, % at 5.9 µM; hit rate 0.38% among 320,000;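 active = inhibition above the screen-wide mean plus 3 SD, limit set per campaign, cut at about 26% in these data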;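 also: 0% = LYPLA2 with DMSO and 100% = wells lacking LYPLA2 enzyme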
Target sequence (O95372 whole entry, looked up): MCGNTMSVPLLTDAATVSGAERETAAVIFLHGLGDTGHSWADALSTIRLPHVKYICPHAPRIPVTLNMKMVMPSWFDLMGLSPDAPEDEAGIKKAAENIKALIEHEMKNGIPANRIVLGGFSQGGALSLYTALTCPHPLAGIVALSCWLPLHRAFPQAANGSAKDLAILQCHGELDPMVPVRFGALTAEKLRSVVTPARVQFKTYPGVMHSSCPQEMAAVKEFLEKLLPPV
TPT1 inhibitor: blocks Candida albicans tRNA 2'-phosphotransferase. recombinant caTPT1, FP RNA substrate dephosphorylation. inhibition, % at 5 µM. hit rate 0.81% among 300,000. AID 1962;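 active = inhibition above the mean of all tested compounds plus 3 SD, set per screening campaign, cut at about 24% in these data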;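 also: plate controls were DMSO alone for no effect and ferristatin control at 100 nM for full effect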
Efflux pump mplx: blocks antifungal efflux pumps in multiplex yeast assay. S. cerevisiae Candida pump triplex, Nile Red efflux. AID 485275. hit rate 0.44% among 330,000. inhibition, % at 10 µM;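 active = plate passing quality check with inhibition over a set limit, or well fluorescence over plate mean plus 4 SD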;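 also: Nile Red retained in pooled yeast measured as flow cytometry median fluorescence; 0% = buffer negative control and 100% = Enniatin B positive control; higher means more Nile Red kept so more efflux inhibition; some compounds called inactive have numbers as strong as hits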
An asterisk follows results filed as active; i = inactive; . = no result given. A portion of the library; rates above refer to the full screens.

SMILES	PREPL inh	PP5 primary	PP1 inh	CTSL1 counter	HCV core dimer	GASC-1 inh	LYPLA2 inh	TPT1 inhibitor	Efflux pump mplx
COCCNCC(=O)NCC12CC3CC(CC(C3)C1)C2	31	0.1	0	1	-5	1	-5	1	-0.2
CCOC(=O)c1cnc2c(-c3ccccc3)c(-c3ccccc3)nn2c1C	0	2.2	2	2	0	i	-1	-3	0.0
CN1CCN(CC/C=C2/c3ccccc3Sc3ccc(S(=O)(=O)N(C)C)cc32)CC1	-55	-0.5	2	2	-17	-3	4	1	0.2
CCOC(=O)CNC(=O)C1(/C=C/c2ccccc2)CC(=O)N1c1ccc(OC)cc1 (stereo not given)	-1	1.1	-4	7	8	13	2	0	-2.9
O=C(OCC(=O)N1CCCc2ccccc21)c1cc(S(=O)(=O)N2CCOCC2)ccc1F	-14	-2.6	-7	-1	3	-10	0	-3	0.1
COc1ccc(CN(C)S(=O)(=O)c2nnc(NC(=O)c3ccccc3)s2)cc1OC	-5	-2.6	0	4	1	-1	5	0	-0.4
CCCCN(C(=O)C1CCC1)c1c(N)n(Cc2ccccc2)c(=O)[nH]c1=O	23	1.8	1	.	.	-4	1	.	0.1
CC1(C)NC(=O)N(CCOc2cccc(Cl)c2Cl)C1=O	-2	-0.9	0	11	1	6	2	-3	-0.1
O=C(NC(=S)N1CCN(c2ccc(F)cc2)CC1)C12CC3CC(CC(C3)C1)C2	2	4.1	-3	1	6	3	5	-1	0.1
Cc1cc(-c2ccccc2)c(C#N)c(N)n1	17	4.2	-4	3	0	-8	3	0	0.3
Cn1c(=O)c2c(nc(NCC(O)CO)n2CCc2ccccc2)n(C)c1=O (stereo not given)	-5	-0.3	-4	2	-2	5	-1	2	0.2
C=C(Cl)COc1ccc2c(C)cc(=O)oc2c1	7	1.9	5	3	-1	7	4	-1	-0.1
COc1ccc(Nc2nc(CN3CCOCC3)nc3sc4c(c23)CCC(C)C4)cc1OC (stereo not given)	25	-2.0	-2	4	-8	-12	4	-3	0.2
CCCCCC(=O)N(CN1C(=O)CCC1=O)c1ccccc1	18	3.8	4	2	-1	-16	2	-2	-1.1
CC(=O)Oc1ccccc1C1OC(=O)c2ccccc2N1C(C)=O (stereo not given)	-9	3.2	0	-1	-1	7	0	-2	0.1
N/C(Cc1ccc(Cl)c(Cl)c1)=N\OC(=O)c1cccs1	-10	5.5	4	-3	1	8	3	1	-0.1
Cc1cccc(-n2c(SCc3ccc(C#N)cc3)nnc2-c2c[nH]c3ccccc23)c1	34	-0.8	2	2	8	-4	-3	-2	-0.1
O=C(N/N=C/c1ccccc1[N+](=O)[O-])c1ccncc1	12	1.5	2	-3	8	-23	5	-8	0.0
COc1ccc(CC(=O)Nc2cccc(C(C)=O)c2)cc1S(=O)(=O)N1CCOCC1	6	-0.1	-3	.	.	6	1	.	-0.2
CCc1ccc(S(=O)(=O)NCc2csc(C)n2)s1	31	0.7	2	0	-1	-3	6	-7	0.0
S=C(NC1CCCC1)N1CCN(c2ccccn2)CC1	-7	1.1	-3	-6	-2	6	-4	-1	-0.1
Cc1cccc(C(=O)Nc2cccc(Br)c2)c1[N+](=O)[O-]	0	3.5	0	-11	2	9	-6	1	-0.1
CCCC(CCC)C(=O)Nc1ccncc1	-4	-0.2	-1	5	0	3	-6	-4	0.1
CCc1ccccc1NC(=O)c1ccc2c(c1)CCN2S(C)(=O)=O	-6	1.0	-2	-1	-4	7	1	-1	0.2
CCn1c(C)nc2cc(C(=O)NNC(=S)NC(=O)c3ccccc3)ccc21	4	-1.2	0	-1	-2	-9	9	-2	0.1

The list goes on (three carried over from the part before).
SMILES	PREPL inh	PP5 primary	PP1 inh	CTSL1 counter	HCV core dimer	GASC-1 inh	LYPLA2 inh	TPT1 inhibitor	Efflux pump mplx
CCCC(CCC)C(=O)Nc1ccncc1	-4	-0.2	-1	5	0	3	-6	-4	0.1
CCc1ccccc1NC(=O)c1ccc2c(c1)CCN2S(C)(=O)=O	-6	1.0	-2	-1	-4	7	1	-1	0.2
CCn1c(C)nc2cc(C(=O)NNC(=S)NC(=O)c3ccccc3)ccc21	4	-1.2	0	-1	-2	-9	9	-2	0.1
O=C(O)C1CC=CCC1C(=O)NCc1ccccc1 (stereo not given)	17	2.6	0	1	2	-1	-1	0	-0.2
O=C(Nc1ccc2c(c1)OCCO2)c1cccnc1	4	3.8	6	-1	-2	-1	2	0	-0.1
O=C(NCc1ccc(F)cc1)C1CC(=O)N(C2CCCC2)C1 (stereo not given)	-2	0.3	-6	.	.	-1	1	.	-0.2
O=c1[nH]c(SCc2cccc(Cl)c2)nc2c1CCCC2	16	1.7	0	5	0	-5	3	-2	-0.5
N#CCc1ccc(Oc2ncc(C(F)(F)F)cc2Cl)cc1	9	5.1	1	-3	-2	4	-6	0	0.5
O=C(Cc1ccccc1)NN1CCCCC1	-2	0.5	5	-2	-13	-8	1	-5	-0.1
CN(C)c1nc(/C=C(\C#N)C(N)=O)c(Cl)n1-c1ccc(F)cc1	17	0.4	-4	3	5	12	-7	-2	-0.1
Cc1c(C(=O)NNC(=O)c2ccccc2O)oc2ccc(Br)cc12	37	-2.1	8	1	22	0	-10	5	0.1
COC(=O)CSc1nnc(CNC(=O)c2cc(OC)cc(OC)c2)n1-c1ccc(F)cc1	4	0.5	-5	-6	-2	2	4	2	0.0
O=C(CN1CCCCC1)n1c2ccccc2c2ccccc21	-7	0.5	-6	-2	1	-20	-1	3	0.0
CCN(CC)CCNC(=O)c1ccccc1C(=O)c1ncc[nH]1	-6	0.9	-2	0	-6	6	-6	-5	-0.1
CCCOc1ccccc1/C=C(\C#N)C(=O)Nc1cccnc1	1	-1.1	-6	0	3	5	8	-5	0.0
Cc1ccc2nc(NC(=O)CCCc3nc4ccccc4s3)sc2c1	-7	-0.2	2	3	11	1	-1	8	-0.1
C=CCn1c(CNC(=O)c2ccco2)nnc1SCC(=O)N1c2ccccc2Sc2ccccc21	4	0.6	4	1	5	-2	5	0	0.1
CC(=O)c1cccc(N(CC(=O)NC2CCCCC2)C(=O)CNC(=O)c2cccs2)c1	-9	0.8	8	-12	-8	4	-3	2	0.1
Cc1cc(NC(=O)CSc2nnnn2-c2ccccc2)no1	-2	2.3	-8	-3	1	15	-11	-5	0.0
Cc1cccc(CCN(Cc2cc3cccc(C)c3[nH]c2=O)C(=O)N2CCOCC2)c1	2	0.4	1	2	3	5	-3	4	-0.1
COc1cc(NC(=O)c2ccccc2)c(OC)cc1NC(=O)Cc1ccc(Br)cc1	19	-1.2	-2	1	9	8	-3	-2	0.0
Cn1c(C(=O)OCC(=O)NCC2CCCO2)cc2sccc21 (stereo not given)	-3	1.5	1	0	-2	-4	-1	4	0.0
Cc1ccc(-c2cc(-c3ccco3)c(C#N)c(=O)[nH]2)cc1	11	2.4	12	4	14	24	0	-4	0.1
CCOC(=O)c1ccc(NC(=S)N2CCCC2)cc1	-2	-0.7	-1	-2	-5	-1	3	-4	0.0
Cc1nc(Sc2ccccc2)c(C#N)cc1-c1ccccc1	6	2.4	1	-2	7	-6	-4	-9	-0.1
O=C(O)c1ccc(S(=O)(=O)NC2CC2)cc1	3	-2.7	-2	-3	3	11	2	0	0.0
O=C(NC1CCN(Cc2ccccc2)CC1)c1ccccc1	6	0.2	-3	1	1	9	-5	1	-0.1
NC(=O)c1oc2ccccc2c1NC(=O)c1ccco1	10	1.5	-1	-2	-13	3	1	-2	-0.2

Further records.
SMILES	PREPL inh	PP5 primary	PP1 inh	CTSL1 counter	HCV core dimer	GASC-1 inh	LYPLA2 inh	TPT1 inhibitor	Efflux pump mplx
Cc1cccc(-c2oc3ccccc3c2C#CCCCCO)c1	0	6.5	-2	-7	-13	5	-10	4	0.0
C=CCN1C(=O)C(CC(=O)O)S/C1=N/N=C/c1ccc(N(CC)CC)cc1 (stereo not given)	17	4.4	-2	.	.	-4	3	.	0.4
O=C(CN1C2CCCC1CC(NC(=O)c1ccccc1)C2)Nc1nccs1 (stereo not given)	11	0.1	-1	6	-6	4	-2	-2	-0.3
CCCOC(c1ccccc1)(c1ccc(C(F)(F)F)cc1)C(Oc1nc(C)cc(C)n1)C(=O)O (stereo not given)	2	1.5	0	4	7	10	-2	0	0.2
O=C1CCc2cc(S(=O)(=O)NC(Cc3ccccc3)C(=O)NCCC3=CCCCC3)ccc2N1 (stereo not given)	2	0.3	-6	2	0	0	-6	-1	0.0
Cc1cc(C)cc(N(CC(=O)NC2CCCCC2)C(=O)CCCC(=O)Nc2ccccn2)c1	14	4.0	6	-2	-1	1	-2	-9	-0.2
CCOC(=O)Nc1ccccc1C(=O)Nc1cc(C)cc(C)c1	5	3.7	4	9	-6	8	-5	2	-0.1
COC(/C=C/Nc1ccc(OC)cc1)=C(C#N)C#N	4	2.6	-2	1	2	.	4	2	0.2
Cc1cccc(C(=O)NNC(=O)c2ccc(S(=O)(=O)N3CCOCC3)cc2)c1	-16	-1.2	0	-2	-5	-5	0	1	-0.3
COc1cccc(C(=O)Nc2c3c(nn2-c2cccc(C)c2C)CS(=O)C3)c1OC (stereo not given)	8	-0.1	-1	0	-10	19	1	-8	-0.1
Cc1nnc(C)n1/N=C/c1cccc(Oc2ccccc2)c1	-1	-0.7	-2	7	8	-2	3	0	0.0
C=CCOC(=O)CN1C(=O)c2ccccc2C1=O	5	0.5	-3	-3	-2	3	6	-3	0.1
O=C(Nc1nc2ccc(F)cc2s1)c1cccs1	-18	-0.2	-12	-8	7	0	-1	3	-0.1
O=c1cc(CO)oc(C(Nc2ccccn2)c2cccc(F)c2)c1O (stereo not given)	7	-1.5	0	3	-5	-13	7	-4	-0.2
Cc1noc(C)c1COC(=O)c1ccc(-c2nc3ccccc3s2)s1	9	0.2	-2	7	-23	-7	3	5	-0.1
COc1ccc(N(C)C(=O)c2sc(Cl)nc2C)cc1	7	-1.4	0	4	-4	-3	1	-2	-0.1
O=C(C1CCN(S(=O)(=O)c2ccc(Cl)cc2)CC1)N1CCCC1	6	1.9	-3	-2	-5	4	0	2	0.1
COc1ccc(OC)c(-c2csc(NC(=O)Cc3ccccc3OC)n2)c1	4	0.8	3	2	8	-1	-12	0	-0.3
COc1cc(C(CCN2CCN(c3ccccc3)CC2)c2c(OC)cc(OC)c3c(C)cc(=O)oc23)cc(OC)c1OC (stereo not given)	10	2.5	0	0	0	-10	1	-4	0.0
Cc1cnc(NC(=O)c2cc3c(C)nn(Cc4ccccc4Cl)c3s2)s1	-2	2.8	0	2	5	-6	0	-2	-0.1
CC(C)OC(=O)Cn1cc(C#N)c2ccccc21	12	-1.1	-2	1	-4	-19	-1	2	0.2
NC(=O)c1ccccc1NC(=O)CCn1c(=S)oc2ccccc21	16	0.6	0	-3	3	6	7	-1	-0.2
CCOC(=O)CC1(NC(=O)C2CCC(=O)N(CCc3ccc(OC)cc3)C2)CCCCC1 (stereo not given)	7	0.6	0	0	2	27	-1	-3	0.1
COc1ccc(Oc2cc(C)nc(Cl)n2)nn1	2	-1.1	-1	-1	0	3	6	0	-0.1
CCC(=O)c1cc(F)c(N2CCN(C(=O)c3ccco3)CC2)cc1C	5	-2.7	-3	-5	12	-17	5	-1	0.0
CSc1ccc(CN(C)CC(=O)NCc2ccc(F)cc2)cc1	-29	-2.9	-2	0	0	-12	2	-2	-0.1

Bioassay records: PubChem, several laboratories
